Screens as filed in PubChem.
Runt-SMMHC FRET: inhibitors of RUNX1 Runt–CBFb-SMMHC binding, primary screen, biochemical, FRET, Cerulean-Runt, Venus-CBFb-SMMHC, uHTS; hit rate 0.74% among 220,000; inhibition, % at 20 µM; Runt-related transcription factor 1 (Homo sapiens) + Core-binding factor subunit beta …; AID 1434, 2008; Cerulean-Runt/Venus-CBFb-SMMHC FRET ratio 530/480, 1 h;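 active means mean inhibition across duplicate retests at 20 µM reaching about 50%, limit read from the data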;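 further: 0% = DMSO wells and 100% = wells with excess untagged CBFb-SMMHC; inhibitors lower the FRET ratio by blocking Runt binding to CBFb-SMMHC; some results filed as inactive read as strong as hits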
RBBP9 inh: human RBBP9 inhibitors, primary screen, biochemical, fluorescence polarization, FP-Rh probe, HTS; recombinant RBBP9; inhibition, % at 7.94 µM; hit rate 0.2% among 220,000; AID 1515, 2009;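 active means inhibition above the campaign mean of all tested compounds plus 3 SD, cut at about 14% in these data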;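 further: plate controls were DMSO wells with RBBP9 for no effect and wells lacking RBBP9 protein for full effect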
Target sequence (O75884 whole entry, looked up): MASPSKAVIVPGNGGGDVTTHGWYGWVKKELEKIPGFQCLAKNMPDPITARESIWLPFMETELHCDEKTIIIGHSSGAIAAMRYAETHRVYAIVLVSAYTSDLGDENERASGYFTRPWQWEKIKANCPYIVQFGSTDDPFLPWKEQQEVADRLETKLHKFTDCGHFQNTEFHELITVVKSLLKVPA
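System: RBBP9 protein / Quantity: 2.5 µM RBBP9 dispensing solution, before mixing / Also added: Serine-hydrolase probe FP-Rh, 375 nM pre-mixing / Dosing: 7.94 µM single dose, 0.794% DMSO / Timing: enzyme-compound preincubation 30 min, then probe labeling 45 min, 25 °C / Signal: FP readout at 525/598 nm / Controls: DMSO-treated enzyme wells and wells lacking RBBP9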
MDM2 E3 inh: MDM2-luciferase reporter signal enhancers, primary screen, MDM2 E3 ligase inhibitor project, cell-based, luminescence, 1536-well; cell-based MDM2 ubiquitination luciferase reporter, 2 h; 0 = plate control, 100 = twice control, blank-subtracted; hit rate 0.11% among 210,000; signal enhancement, % at 5 µM; AID 1230, 2008;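 active means signal enhancement of 30% or more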;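 further: luminescence tracks abundance of the self-degrading MDM2-luciferase fusion protein; higher signal means inhibition of MDM2 E3 ligase activity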
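Assay system: stable mammalian line carrying autodegrading MDM2–luciferase fusion reporter; Input: 2000 cells in each well; Compound dosing: single-point 5 µM; Schedule: 2 h compound exposure at 37 °C; Signal: SteadyLite luciferase luminescence after 15 min room-temperature reagent incubation; Evaluation: % luminescence enhancement versus blank-corrected plate control mean; Benchmarks: plate controls and plate blanks.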
Runt-CBFb FRET: inhibitors of RUNX1 Runt–CBFb binding, primary screen, biochemical, FRET, Cerulean-Runt, Venus-CBFb, uHTS. Runt-related transcription factor 1 (Homo sapiens) + Core-binding factor subunit beta …. hit rate 0.46% among 220,000. inhibition, % at 20 µM. Cerulean-Runt/Venus-CBFb FRET ratio 530/480, 1 h;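 active means inhibition over about 50% at 20 µM in the single-dose screen, limit read from the data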;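 further: 0% = DMSO wells and 100% = excess unlabeled CBFb competitor control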
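Measured by: fluorescence energy transfer, 422 nm excitation, 530/480 nm emission; Assay system: Cerulean-Runt domain; Medium: Tris pH 7.5 buffer with BSA; Measure: loss of energy transfer signal; Controls: 5 µM unlabeled CBFb as full-inhibition high control; Incubation: protein complex preformed 1 h, compound exposure 1 h, room temperature, dark.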
NPY-Y1 antag: NPY-Y1 receptor antagonists, primary screen, cell-based; AID 1040, 2008; hit rate 1% among 200,000; HEK293-CNG Y1 cells, membrane potential fluorescence; NPY at EC95, then isoproterenol; Neuropeptide Y receptor type 1 (Homo sapiens), P25929; inhibition, % at 3.6 µM;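 active means inhibition above the campaign mean inhibition of all tested compounds plus 3 SD, cut at about 20% in these data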;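 further: 0% = DMSO wells given NPY plus isoproterenol and 100% = isoproterenol alone without NPY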
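Assay system: HEK293 cells with Y1 receptor plus CNG channel | Probe or stimulus: NPY (25 nM), isoproterenol (1 µM), Ro 20-1724 (25 µM) | Timing: Compound incubation 1 h at room temperature, readout 45 min post-stimulation | Measured by: Membrane-potential fluorescent dye readout | Benchmarks: High control isoproterenol alone, low control NPY with isoproterenol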
p97 inhibitor: inhibitors of human p97 ATPase, primary screen, biochemical; Transitional endoplasmic reticulum ATPase (Homo sapiens), P55072; recombinant p97 ATPase, Kinase-Glo ATP luminescence, 3 h; inhibition, % at 8 µM; hit rate 0.42% among 220,000; AID 1481, 2009; in the data active means inhibition above about 15%;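 further: 0% = DMSO vehicle and 100% = wells lacking enzyme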
Hck-Nef inh: inhibitors of Nef-activated human Hck kinase, primary screen, biochemical, Z-Lyte FRET, 384-well, Hck-YEEI; Recombinant Hck-YEEI plus Nef, Z-Lyte FRET kinase assay; inhibition, % at 20 µM; hit rate 0.68% among 220,000; AID 463187, 2010;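 active means Hck-Nef kinase inhibition above about 50%, limit read from the data; inactive means inhibition below that limit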;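 further: 0% = DMSO with Hck plus Nef and 100% = Hck alone without Nef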
Target sequence (P08631 whole entry, looked up): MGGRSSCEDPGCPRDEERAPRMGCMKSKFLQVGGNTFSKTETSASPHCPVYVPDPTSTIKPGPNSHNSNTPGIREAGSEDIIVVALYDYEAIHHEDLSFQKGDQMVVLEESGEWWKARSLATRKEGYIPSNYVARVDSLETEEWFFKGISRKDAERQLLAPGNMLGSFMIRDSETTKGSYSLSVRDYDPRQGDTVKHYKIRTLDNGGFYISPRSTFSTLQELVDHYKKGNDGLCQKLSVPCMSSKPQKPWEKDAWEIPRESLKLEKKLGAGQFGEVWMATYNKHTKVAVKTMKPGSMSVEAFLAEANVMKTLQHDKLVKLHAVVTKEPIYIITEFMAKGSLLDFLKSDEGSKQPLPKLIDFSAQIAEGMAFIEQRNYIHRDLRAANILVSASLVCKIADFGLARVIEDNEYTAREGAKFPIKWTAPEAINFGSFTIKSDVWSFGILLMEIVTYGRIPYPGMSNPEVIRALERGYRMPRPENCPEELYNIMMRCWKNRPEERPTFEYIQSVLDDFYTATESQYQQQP
NPY-Y1 PAM-ag: NPY-Y1 receptor potentiators or agonists, primary screen, cell-based. Neuropeptide Y receptor type 1 (Homo sapiens), P25929. NPY-Y1 expressing cells, potentiator/agonist activation. activation, % at 3.6 µM. hit rate 0.37% among 220,000. AID 1304, 2008; in the data active means activation above about 33%, passing the limit was not always enough;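 further: cells stimulated with NPY at EC10 then isoproterenol at EC100; 0% = low agonist plus stimulus and 100% = saturating agonist plus stimulus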
NPY2 pot ag: NPY-Y2 potentiators or agonists, primary screen, cell-based; hit rate 0.45% among 220,000; activation, % at 3.6 µM; Neuropeptide Y receptor type 2 (Homo sapiens), P49146; cells expressing NPY-Y2, potentiator/agonist read-out; in the data active means activation above about 27%;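 further: cells stimulated with NPY near EC25 plus isoproterenol at EC100; 0% = vehicle plus submaximal agonist and 100% = vehicle plus saturating agonist; some results beyond the cut were filed as inactive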
* = called active by the depositor; nt = not tested or not shown; & = joins results of further samples.

SMILES	Runt-SMMHC FRET	RBBP9 inh	MDM2 E3 inh	Runt-CBFb FRET	NPY-Y1 antag	p97 inhibitor	Hck-Nef inh	NPY-Y1 PAM-ag	NPY2 pot ag
CCC1Oc2ccc(C)cc2N(CC(=O)NCCCN2CCN(Cc3ccccc3)CC2)C1=O (centres undefined)	3	-4	-20	0	3	-2	-10	-18	-1
Cc1cc(NCCO)nc(-n2nc(C)cc2C)n1	-5	-2	-26	-1	4	5	2	5	7
COc1ccc(NC(=O)Cn2cnc3c(cnn3C(C)(C)C)c2=O)cc1OC	-2	-6	-2	-2	-2	4	24	16	6
O=C1CC(SCCO)C(=O)N1c1ccccc1 (centres undefined)	5	2	-13	2	3	3	-2	5	-10
COc1ccc(/C=N/OC(=O)Nc2ccc(Cl)cc2)c(OC)c1	-4	-2	6	1	nt	3	4	8	-13
Cn1c(=O)[nH]c(=O)c2c1nc(N1CCCCC1)n2CC(O)CN1CCCCC1 (centres undefined)	0	1	-24	2	4	-3	2	-12	-1
CCCN1C(=O)/C(=C/c2ccc(N3CCOCC3)cc2)NC1=S	-187	-4	-6	nt	-5	1	-26	13	18
COc1ccc(CCNC(=O)c2nnn(CC(=O)Nc3ccccc3)c2N)cc1OC	-5	-10	-1	0	4	4	-1	-6	10
Cc1ccc(C(=O)Nc2ncc(Cc3ccccc3)s2)o1	3	-11	-9	1	0	-6	1	6	-6
O=C(CSc1nc(-c2ccco2)cc(C(F)(F)F)n1)NCC1CCCO1 (centres undefined)	2	-9	2	-1	3	3	5	-17	4
Cn1c(=O)c2c(ncn2CC(N)=O)n(C)c1=O	-2	-2	1	3	-4	0	-1	-2	-2
CC(C)=C(NC(=O)c1ccccc1Br)C(=O)NCCc1nc2ccccc2[nH]1	-1	-5	-12	3	nt	3	11	-10	-3
COc1ccc(OCCSc2nc(-c3ccccc3)cc(=O)[nH]2)cc1	1	-2	1	-2	8	4	29	0	2
O=C(NCCO)c1cc2ccccc2cc1O	-27&-35	1&-6	5&-2	-7&-8	1	2&-4	-10&-15	8&-11	-6&-15
Cc1nc2cc(NC(=O)Nc3ccccc3Cl)ccc2n1C	-2	2	-67	2	4	-3	20	-1	-5
Cc1ccc(-c2nnc(-c3ccccc3)o2)cc1Br	nt	-1	nt	nt	14	-2	-5	-31	-12
CN(C)c1ccc(/C=N\NC(=O)c2ccc(Cn3cc(Cl)cn3)cc2)cc1	-22	-1	-9	-8	-1	4	-5	-20	4
COc1ccc(/C=N/NC(=O)c2ccc(CN3C(=O)c4cccc5cccc3c45)cc2)cc1O	-45	-7	nt	-20	2	4	-45	-15	-13
Cc1ccc(CN2CCNC(=O)C2CC(=O)NC2CCCCCC2)o1 (centres undefined)	-2	-8	-6	-2	-3	-1	7	4	-7
COCc1ccc(CN2CCCC(CO)(Cc3cccc(Cl)c3)C2)o1 (centres undefined)	0	5	3	-3	1	0	21	10	-17
CCOc1ccc(NC(=S)N2CCC(C(N)=O)CC2)cc1	-1	0	-18	2	-3	5	5	10	4
CCn1c(SC(=O)NC2CCCCC2)nnc1-c1cccs1	10	-3	-10	6	3	1	0	-20	-4
CC(C)NC(=O)NC(=O)COC(=O)/C=C/c1ccc2c(c1)OCO2	2	-11	nt	1	nt	-2	17	-40	-28
COc1nc(N)c(S(=O)(=O)c2ccccc2C)cc1C#N	60*	-5	-14	20	-2	1	1	-22	-15
O=C(CSc1ccc(-c2cccs2)nn1)c1cccs1	1	-6	-8	0	7	2	14	4	-3
CCOc1ccc(S(=O)(=O)N/N=C(\C)c2ccc(Cl)c(Cl)c2Cl)cc1	-4	-3	-13	-1	0	0	3	-1	0
O=C(NCC1c2ccccc2CCN1C(=O)CN1C(=O)c2ccccc2C1=O)C1CCCCC1 (centres undefined)	3	6	-13	-1	2	2	0	-10	17
COc1ccc(NC(=O)Cn2nnc(C(=O)NCc3ccco3)c2N)c(OC)c1	4	-8	-18	2	2	-3	-2	5	18
CCC(C)[C@H](NC(=O)N1CCCC1)C(=O)OC (some centres undefined)	-8	-5	-15	2	-5	3	0	5	13
O=C(c1ccco1)N1CCN(C(=O)C2CCCN(S(=O)(=O)Cc3ccccc3)C2)CC1 (centres undefined)	-3	-6	-15	2	3	0	2	0	-5
COc1ccccc1N1CCN(CCCCCCOc2ccc(F)cc2)CC1	1	-2	-7	-4	9	-1	-1	-34	3
CC1(C)CC(=O)C(C=NCCc2ccc(O)cc2)=C(O)C1	-2	-7	-17	-1	-3	6	0	-11	-5
Cc1cccc(-n2cc(CN3CCN(c4ccccn4)CC3)c(-c3cccc(F)c3)n2)c1	2	-10	5	-1	3	-3	-2	-18	-14
CCOC(=O)c1c(Cl)c(C)nn1-c1nc(OC)cc(OC)n1	2	-10	17	0	-1	-2	-1	21	11
O=C1Nc2ccc(S(=O)(=O)NCC3CCCO3)c3cccc1c23 (centres undefined)	22	-9	-14	16	-1	1	-38	-5	-21
COc1ccc(C(=O)c2ccc(CC#N)s2)cc1	5	-7	-27	-1	-4	7	3	3	0
CCOc1ccc(-n2c(-c3ccc(Cl)cc3)c[n+]3c2SCC3)cc1	-2	-4	-13	0	5	7	-2	5	14
COC(=O)Cn1c(=NC(=O)c2nc3ccccc3s2)sc2cc(S(C)(=O)=O)ccc21	-6	1	1	1	3	4	8	17	5
COc1ccc(CNC(=O)C(c2ccncc2)N(C(=O)Cc2cccs2)c2ccc(C)cc2)cc1 (centres undefined)	-2	-4	-15	-3	-3	1	3	10	-18
O=C(/C=C/c1ccc2ccccc2n1)N1CCN(S(=O)(=O)c2ccc(F)cc2)CC1	-4	-18	nt	1	nt	-1	10	8	-21
COc1ccc(C(=O)Nc2ccccc2N2CCOCC2)cc1Br	nt	-4	nt	nt	9	7	3	-11	2
CC(C)c1ccc(C(O)c2cnc(C(C)C)n2C)cc1 (centres undefined)	-2	-4	-6	1	-5	-2	21	13	3
CCCCNC(=O)CSc1nc2cc3c(cc2c(=O)n1CCCC(=O)NCCc1ccc(OC)c(OC)c1)OCO3	-5	-9	5	nt	0	-2	13	5	-1
CC1CCCCN1S(=O)(=O)c1ccc(N(C(=O)c2cnccn2)C(C(=O)NC2CCCC2)c2cccs2)cc1 (centres undefined)	1	-1	-3	-2	9	6	5	-24	0
CC(/C=C/c1ccco1)=N/NC(=O)c1ccccc1Cl	-6	-1	-4	1	-2	2	1	-24	-9
CC(=O)c1ncnn1CC(=O)c1ccc(Cl)cc1Cl	1	-4	-12	3	5	4	3	-12	8
O=C1N=C(N2CCOCC2)S/C1=C\c1cccnc1	3	-4	-16	0	7	3	50	-3	2
CN(C)S(=O)(=O)c1cccc(NC(=O)/C=C/c2ccccc2[N+](=O)[O-])c1	-1	-13	-9	0	1	-1	24	6	-1
CCOc1ccc(OCc2ccc(C(=O)OCc3ccccn3)o2)cc1	-9	-5	-12	-27	3	0	-4	-2	-1
COC(=O)C1SCC2C(=O)N(Cc3cccc(C)c3)CC(=O)N21 (centres undefined)	1	-7	7	0	-3	-3	17	2	-1

Structures above with a Cl atom:
SMILES	Runt-SMMHC FRET	RBBP9 inh	MDM2 E3 inh	Runt-CBFb FRET	NPY-Y1 antag	p97 inhibitor	Hck-Nef inh	NPY-Y1 PAM-ag	NPY2 pot ag
COc1ccc(/C=N/OC(=O)Nc2ccc(Cl)cc2)c(OC)c1	-4	-2	6	1	nt	3	4	8	-13
Cc1nc2cc(NC(=O)Nc3ccccc3Cl)ccc2n1C	-2	2	-67	2	4	-3	20	-1	-5
CN(C)c1ccc(/C=N\NC(=O)c2ccc(Cn3cc(Cl)cn3)cc2)cc1	-22	-1	-9	-8	-1	4	-5	-20	4
COCc1ccc(CN2CCCC(CO)(Cc3cccc(Cl)c3)C2)o1 (centres undefined)	0	5	3	-3	1	0	21	10	-17
CCOc1ccc(S(=O)(=O)N/N=C(\C)c2ccc(Cl)c(Cl)c2Cl)cc1	-4	-3	-13	-1	0	0	3	-1	0
CCOC(=O)c1c(Cl)c(C)nn1-c1nc(OC)cc(OC)n1	2	-10	17	0	-1	-2	-1	21	11
CCOc1ccc(-n2c(-c3ccc(Cl)cc3)c[n+]3c2SCC3)cc1	-2	-4	-13	0	5	7	-2	5	14
CC(/C=C/c1ccco1)=N/NC(=O)c1ccccc1Cl	-6	-1	-4	1	-2	2	1	-24	-9
CC(=O)c1ncnn1CC(=O)c1ccc(Cl)cc1Cl	1	-4	-12	3	5	4	3	-12	8
